Bioassay records deposited in PubChem BioAssay by several laboratories.
EBNA-1 inhibitor: EBNA-1 DNA-binding inhibitors, primary screen, biochemical, fluorescence polarization; inhibition, % at 14.8 µM; hit rate 0.34% among 300,000; AID 1950, 2009; in the data active means inhibition above about 28%
MEX-5 binding: MEX-5 zinc finger RNA-binding disruptors – biochemical, C. elegans, fluorescence polarization, MLPCN library, primary screen; MEX-5/FITC-TCR2 RNA binding; active compounds read low; activity score (negative = inhibition of binding), % at 10 µM; hit rate 0.38% among 300,000;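 active means inhibition past about -25% in most replicates, and total fluorescence under double the plate's negative control median, limit read from the data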;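 further: 0% = DMSO and -100% = 5 µM competing unlabeled TCR2 RNA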
ZTA DNA inh: counter-screen for EBNA-1 inhibitors: inhibitors of Epstein-Barr virus ZTA | ZTA-DNA binding, fluorescence polarization | hit rate 0.15% among 320,000 | AID 2234 | inhibition, % at 11 µM | P03206; in the data active means inhibition above about 33%
GLD-1 TGE inh: GLD-1/TGE RNA complex disruptors, primary screen, biochemical, fluorescence polarization; purified GLD-1 + fluorescein TGE RNA; inhibition, % at 5.96 µM; hit rate 0.44% among 320,000; AID 2280, 2010;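 active means percent inhibition above a per-plate cutoff, the plate mean of test compounds plus 3 SD, cut at about 30% in these data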;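 further: 0% = DMSO wells with GLD-1 and probe and 100% = wells lacking GLD-1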
Target sequence (Q17339 whole entry, looked up): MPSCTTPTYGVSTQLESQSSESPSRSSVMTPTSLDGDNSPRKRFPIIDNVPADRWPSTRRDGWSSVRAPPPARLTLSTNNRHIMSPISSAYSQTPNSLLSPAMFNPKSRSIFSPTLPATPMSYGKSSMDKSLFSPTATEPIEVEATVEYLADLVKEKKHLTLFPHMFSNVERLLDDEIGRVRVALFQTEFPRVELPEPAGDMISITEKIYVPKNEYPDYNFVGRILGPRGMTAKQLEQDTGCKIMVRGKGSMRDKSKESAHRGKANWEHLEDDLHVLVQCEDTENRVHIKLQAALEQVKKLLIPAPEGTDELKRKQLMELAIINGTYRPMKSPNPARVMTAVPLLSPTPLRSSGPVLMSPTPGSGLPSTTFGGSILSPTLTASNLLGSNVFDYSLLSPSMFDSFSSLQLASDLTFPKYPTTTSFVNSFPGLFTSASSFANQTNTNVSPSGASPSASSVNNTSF
Fam108B inh: mouse Fam108B serine hydrolase inhibitors, primary screen, counter-screen for RBBP9 inhibitor project, biochemical, fluorescence polarization; recombinant Fam108B, FP-Rh probe fluorescence polarization; hit rate 0.33% among 300,000; inhibition, % at 9.51 µM; AID 1947, 2009;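 active means inhibition above the screen mean inhibition plus 3 SD, computed separately per campaign, cut at about 18% in these data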;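 further: inhibitors lower polarization as less probe binds the enzyme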
CR mimetic SO: reduction of superoxide in aged yeast, primary screen, HTS; S. cerevisiae aged cells, superoxide DHE fluorescence; active compounds read low; superoxide response (% of plate mean), % at 10 µM; hit rate 0.18% among 330,000; AID 2690, 2010;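 active means superoxide response under a set limit, about three screen SD below normal, cut at about 65% in these data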;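 further: yeast aged for seven days with compound at 30 °C before DHE staining; 100% = average MFI of all compound-treated wells on the plate with controls excluded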
MCL1 BIM primary: inhibitors of MCL1 binding to BIM-BH3, primary screen, biochemical, fluorescence polarization; Induced myeloid leukemia cell differentiation protein Mcl-1 (Homo sapiens), Q07820; inhibition, % at 10.9 µM; hit rate 0.68% among 320,000; GST-MCL1 / FITC-Bim-BH3 fluorescence polarization;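 active means inhibition above the mean inhibition of all tested compounds plus 3 SD, set per campaign, cut at about 40% in these data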;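 further: 0% = DMSO wells and 100% = unlabeled Bim-BH3 peptide control; higher means more loss of mP so more displacement of Bim peptide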
Target sequence (Q07820 whole entry, looked up): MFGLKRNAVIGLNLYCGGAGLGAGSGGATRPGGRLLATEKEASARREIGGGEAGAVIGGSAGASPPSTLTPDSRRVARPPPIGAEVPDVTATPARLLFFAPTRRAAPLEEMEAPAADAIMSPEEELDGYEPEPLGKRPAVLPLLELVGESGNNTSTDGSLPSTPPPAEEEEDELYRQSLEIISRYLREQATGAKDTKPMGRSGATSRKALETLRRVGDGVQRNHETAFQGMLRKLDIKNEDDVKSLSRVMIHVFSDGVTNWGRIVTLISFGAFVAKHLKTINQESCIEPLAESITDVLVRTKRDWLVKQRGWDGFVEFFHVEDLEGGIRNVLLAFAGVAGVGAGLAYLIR
Bcl-xL primary: inhibitors of human Bcl-xL, primary screen, biochemical, fluorescence polarization, HTS; GST-Bcl-xL / FITC-Bim BH3 peptide fluorescence polarization; inhibition, % at 10.9 µM; Bcl-2-like protein 1 (Homo sapiens), Q07817; hit rate 0.7% among 320,000;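 active means inhibition above the mean of all tested compounds plus 3 SD, cutoff set per campaign, cut at about 30% in these data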;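 further: 0% = DMSO wells and 100% = unlabeled Bim-BH3 peptide competitor; inhibitors lower millipolarization by displacing the labeled peptide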
Efflux pump inh: inhibitors of Candida efflux pumps in yeast, primary screen, S. cerevisiae, Nile Red, multiplex; S. cerevisiae Candida pump triplex; inhibition, % at 10 µM; hit rate 0.44% among 330,000; AID 485275, 2010;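 active means plate passing quality check with inhibition over a set limit, or well fluorescence over plate mean plus 4 SD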;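 further: Nile Red retained in pooled yeast measured as flow cytometry median fluorescence; 0% = buffer negative control and 100% = Enniatin B positive control; higher means more Nile Red kept so more efflux inhibition; some compounds called inactive have numbers as strong as hits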
* marks the source's active call; other numbers are inactive results; nt = no result given. Compounds were not picked by outcome; 2.3% or so of the library scored in one or more.

cpd	structure	EBNA-1 inhibitor	MEX-5 binding	ZTA DNA inh	GLD-1 TGE inh	Fam108B inh	CR mimetic SO	MCL1 BIM primary	Bcl-xL primary	Efflux pump inh
1	CCCNc1nc(-c2ccccc2)c(C(=O)OCC)cc1C#N	-4	1.5	6	1	-3	86	-5	1	0.1
2	O=C(Nc1ccc(Br)cn1)c1ccc([N+](=O)[O-])o1	-2	0.3	-7	12	-4	118	14	5	0.3
3	CC(=O)N1CCN(C(=O)C2(NC(=O)Nc3ccccc3Cl)CCCCC2)CC1	-2	0.8	-3	9	-2	100	-5	0	0.0
4	COc1cc(C(=O)N2CCN(C(=O)Cc3ccccc3)CC2)cc(OC)c1OC	-4	-0.2	1	-7	3	111	1	-2	0.3
5	Cc1cc(C)c(-c2cc(NC(=O)COC(=O)c3ccc(NC(=O)CC#N)cc3)n(-c3ccccc3)n2)cc1C	-12	9.1	-4	-12	-31	113	-21	-16	0.0
6	CCOC(=O)C1=C(C)N(c2ccc(C)cc2)C(=O)/C1=C\c1ccc(O)c(OC)c1	0	2.9	-8	6	4	98	3	10	0.2
7	COc1ccc(OC)c(NC(=O)CCNS(=O)(=O)c2ccc3c(c2)oc(=O)n3C)c1	3	2.2	12	4	-4	94	6	9	0.0
8	O=C(COc1ccccc1)N=C1SC2CS(=O)(=O)CC2N1c1ccc(F)cc1F (centres undefined)	4	0.5	16	0	1	84	-4	3	0.0
9	CSc1nc2ccc(S(=O)(=O)Nc3c(C)n(C)n(-c4ccccc4)c3=O)cc2s1	-11	2.8	6	-8	3	101	0	0	0.0
10	Cc1ccn2c(c1)nc(=O)c1cc(S(=O)(=O)N3CCOCC3)ccc12	-13	0.2	-16	6	0	83	7	9	0.0
11	N#Cc1ccc(N2CCCNCC2)nc1	2	0.3	-10	4	7	94	1	2	0.1
12	Cc1onc(-c2c(Cl)cccc2Cl)c1C(=O)Nc1nc(C(C)(C)C)cs1	-9	0.8	14	-5	-6	105	-9	-2	0.1
13	Cc1cc(C)n2c(SCCC(C)C)nnc2n1	-5	-2.2	2	-7	2	100	-1	2	0.1
14	O=S1(=O)CCN2C(=N1)Sc1c2ccc2c1CCCC2	7	-0.6	1	-1	-6	102	3	4	-0.1
15	Cc1ccc(-c2noc(C3CCCN(C(=O)c4cccc([N+](=O)[O-])c4)C3)n2)o1 (centres undefined)	-4	-0.9	-3	2	-1	119	-3	1	0.1
16	CCCCC(CC)CNC(=O)c1[nH]c(C)c(C(C)=O)c1C (centres undefined)	8	-0.6	-7	5	0	106	0	0	0.4
17	Cc1ccccc1C(=O)c1cccn1CC(=O)NCCCN1CCc2ccccc2C1	12	-0.6	2	6	-1	112	-1	5	0.0
18	CC(=O)Nc1sc2c(c1C(c1cccc(Cl)c1)N1CCN(CCO)CC1)CCCC2 (centres undefined)	-4	0.8	-13	2	-2	103	4	2	0.0
19	Cn1c(NC(=O)C[n+]2cc(-c3ccc(Cl)c(Cl)c3)n3c2CCC3)cc(=O)n(C)c1=O	-1	-0.7	-2	-4	1	106	7	5	0.2
20	Cc1ccc(NC(=O)C2CC(=O)N(Cc3ccco3)C2)cc1 (centres undefined)	2	0.5	-5	-1	-2	99	8	4	0.0
21	CCCCS(=O)(=O)NC1=NCN(CC)CN1	0	3.2	-12	-1	-1	86	0	2	0.0
22	CCOC(=O)C(C)Oc1cc(Cl)c(C=O)cc1OC (centres undefined)	11	-1.1	16	4	1	101	2	4	0.0
23	COC(=O)c1cc(S(=O)(=O)NCC2CCN(Cc3cccc(F)c3)CC2)cn1C	-8	-0.6	-9	8	0	96	-1	-3	0.0
24	NC(N)=N/N=C/c1ccc(OCc2ccc(Cl)cc2Cl)cc1	-12	2.5	0	2	7	116	0	-8	0.1
25	CCc1ccc(N(C(=O)c2ccco2)C(C(=O)NC2CCCC2)c2cccnc2)cc1 (centres undefined)	1	0.4	-4	5	0	99	4	4	-0.1
26	O=C(CCc1ccccc1O)NC1CCCc2ccccc21 (centres undefined)	0	-2.0	20	-1	3	92	5	5	-0.2
27	O=C(CN1CCN(S(=O)(=O)N2CCCCC2)CC1)Nc1ccc(Br)cc1	3	-1.0	-5	10	4	104	-5	2	0.2
28	CCCCn1c(N)c(N(CCOC)C(=O)c2ccc(-c3ccc(Cl)cc3)o2)c(=O)[nH]c1=O	-7	2.4	-1	6	-1	104	-19	-6	0.1
29	CC(=O)Oc1c(Br)cc(N(C(C)=O)S(=O)(=O)c2ccccc2)c2ccccc12	10	-1.4	-2	9	-2	106	24	16	0.1
30	O=C(Nc1c(C(=O)Nc2cccc(F)c2)oc2ccccc12)c1ccc2c(c1)OCO2	12	nt	-11	4	-33	74	3	5	-0.6
31	CCOc1ccc(NC(=S)Nc2ccc(OC(F)(F)F)cc2)cc1	-4	0.6	7	-1	1	103	6	8	0.0
32	CC1(C)OC(=O)C(=CNCC(O)c2ccccc2)C(=O)O1 (centres undefined)	8	-0.7	-19	0	-2	88	0	6	0.0
33	CCC(=O)N1CCc2cc(Br)cc(S(=O)(=O)N(C)c3ccc(OC)cc3)c21	-5	7.6	1	7	0	110	-8	-6	0.3
34	COC(=O)COc1cc(OCC(=O)OC)c2c(-c3ccccc3)cc(=O)oc2c1	3	-0.2	-14	4	-2	100	-2	5	-0.1
35	COc1ccc(Oc2coc3c(CN(C)C)c(O)ccc3c2=O)cc1	3	1.9	0	-1	-2	94	3	0	-0.1
36	Cc1csc(NC(=O)Cc2c[nH]c3ccccc23)n1	-7	-0.8	-1	7	4	115	1	-2	0.2
37	CC(=O)NC(=S)Nc1cccc2ccc(C)nc12	-6	-1.4	-6	1	-4	107	-3	-3	0.0
38	Cn1nnc(NC(=O)COc2ccc(C3CCCCC3)cc2)n1	-7	-2.1	10	6	2	108	2	6	0.0
39	COc1c(C)cccc1C(=O)Nc1cc(Cl)ccc1N1CCOCC1	3	2.4	5	8	-3	85	-2	5	0.1
40	CC(C)(C)C(=O)Nc1ccccc1N1CCN(c2ccc(F)cc2)CC1	-8	1.0	6	0	0	81	-6	-6	0.0
41	Cc1c(NC(=O)C(C)Oc2ccc(Br)cc2Cl)c(=O)n(-c2ccccc2)n1C (centres undefined)	6	-0.2	10	-1	1	85	-5	-1	-0.1
42	CC1CCc2c(sc3nc(C4CC4)nc(N4CCN(C(=O)c5ccco5)CC4)c23)C1 (centres undefined)	0	3.4	6	3	-2	80	-3	3	0.1
43	COc1ccc(CNC(=O)c2ccc(C(C)(C)C)cc2)cc1	-3	0.7	-5	-2	-5	102	1	3	-0.1
44	O=C(Cn1c(=O)n(Cc2ccccc2)c(=O)c2ccccc21)NCc1ccco1	-1	-1.1	-5	4	2	99	3	9	0.2
45	CCNC(=O)NC(=O)C(C)OC(=O)c1cc(S(=O)(=O)N2CCCCCC2)ccc1OC (centres undefined)	-11	1.9	8	5	2	106	-4	5	0.0
46	CCCCC1(COC(=O)CCC(=O)O)C(=O)N(c2ccccc2)N(c2ccccc2)C1=O	-1	nt	20	5	2	99	6	8	0.0
47	CCn1nc(C)c(CNC(=O)Nc2ccccc2C(=O)OC)c1C	-13	0.6	-3	6	-3	92	-3	-1	0.1
48	COC(=O)c1cccc(C(=O)N2CCC(CO)(Cc3ccccc3Cl)CC2)c1	8	1.9	5	1	7	96	3	6	0.1
49	Cc1c(CCC(=O)NCCCn2ccnc2)c(=O)oc2cc3oc4c(c3cc12)CCCC4	-4	-3.7	-3	4	1	134	2	-1	0.5
50	CC(=O)N1CCN(S(=O)(=O)c2ccc(C)c([N+](=O)[O-])c2)C1C(C)C (centres undefined)	3	-0.2	7	-1	1	106	-7	3	0.0
51	COC(=O)c1ccc(CO/N=C(\NC(C)=O)c2nonc2NC(C)=O)cc1	5	1.1	11	-12	0	105	-2	1	1.0
52	CC1CC(C)(C)NC(=S)N1CCC(=O)Nc1ccc2c(c1)OCCO2 (centres undefined)	0	-1.0	-7	12	-1	98	-2	0	0.0
53	CCC[C@@H]1CCCO[C@@](C(=O)NCc2cc(C)n(C)n2)(C(F)(F)F)C1	6	0.2	10	-6	2	96	0	2	0.0
54	Cc1ccc2c(c1)N(C(=O)CCC(=O)NCc1cccnc1)CC(C)O2 (centres undefined)	-3	0.6	-1	2	4	90	6	8	-0.1
55	CC(C)=CCN1CCN(Cc2cccc3nccnc23)CC1CCO (centres undefined)	2	-0.2	-2	-7	-4	101	4	1	0.0
56	S=C(NCC1CCCCC1)Nc1ccc(Oc2ccccc2)cc1	7	1.5	-4	7	-11	97	3	-3	-0.1
57	COc1cccc(N2CCN(c3c4c(nc5ncnn35)CCC4)CC2)c1	1	0.2	1	3	0	96	4	5	-0.2
58	COc1ccc(/C=N/NC(=O)CN2CCCCCCC2)c(C)c1C	4	0.0	-8	-3	5	114	-5	-7	-0.1
59	CCC(C)NS(=O)(=O)c1ccc(S(=O)(=O)N2CC=C(c3ccc(F)cc3)CC2)cc1 (centres undefined)	-3	-0.9	0	6	-5	106	-5	0	-0.2

Random excerpt: two compounds from above
cpd	structure	EBNA-1 inhibitor	MEX-5 binding	ZTA DNA inh	GLD-1 TGE inh	Fam108B inh	CR mimetic SO	MCL1 BIM primary	Bcl-xL primary	Efflux pump inh
58	COc1ccc(/C=N/NC(=O)CN2CCCCCCC2)c(C)c1C	4	0.0	-8	-3	5	114	-5	-7	-0.1
56	S=C(NCC1CCCCC1)Nc1ccc(Oc2ccccc2)cc1	7	1.5	-4	7	-11	97	3	-3	-0.1
